Screening results deposited in PubChem BioAssay by National Center for Advancing Translational Sciences (NCATS).
HTT aggregate – reduces HttQ103-GFP aggregates in PC12 cells; PC12 HttQ103-GFP aggregates, Acumen cytometry, 40 h; Potency, µM (doses to about 46.1 µM), without a hit: at the top dose activity change, negative = inhibition, most hits filed as inhibitors; 220,000 compounds, 1.1% hits; AID 1688; note: potency is the fitted concentration of half-maximal effect; % is set by controls: 0 for no effect and ±100 for the full control effect; nearly all actives have a fitted effect of over 60% in size
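Using laser scanning cytometry, GFP-positive aggregates were counted after lysis of PC12 cells induced with 100 nM tebufenozide to express HTT exon 1 Q103–GFP. Compounds were tested in titration.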
Luc counter – Kinase-Glo luciferase inhibition (counter-screen). Kinase-Glo luciferase, ATP luminescence, 8 min. Potency, µM (series often up to 38.3 µM), for the others: at the highest dose activity change, negative = inhibition, actives largely listed as inhibitors. Q27757. 200,000 compounds, 0.28% hits; note: potency is the fitted concentration of half-maximal effect; % is set by controls: 0 for no effect and ±100 for the full control effect; nearly all actives have a fitted effect of over 60% in size
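Light output from Kinase-Glo luciferase with luciferin and 10 uM ATP in 50 mM imidazole pH 7.2, KCl, MgCl2, Tween 20, BSA; compound pin-delivered, 8-min ambient incubation, then luminescence read.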
IMPase Li inh – IMPase inhibition in cells with lithium potentiation. CHO-M1 cells, IP1 TR-FRET (IP-One), carbachol + lithium. Potency, µM (doses to about 59.4 µM), for inactives: top-dose activity, negative = IMPase inhibition, most hits filed as inhibitors. 210,000 compounds, 0.35% hits. AID 1457;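 note: IP1 builds up when IMPase is blocked and the TR-FRET signal falls; potency is the fitted concentration of half-maximal effect; plate controls were basal vehicle for no effect and high inhibitor control for full effect; nearly all actives have a fitted effect of over 50% in size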
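Test compounds were applied to CHO-M1 cells previously cultured for 16–30 h at 2000 per well. A small lithium amount accompanied them; after 30 min at 37C, IP1 was quantified by TR-FRET.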
Epigenetic derep – epigenetic control regulation, reporter derepression | 280,000 compounds, 0.2% hits | murine LDR cells, GFP reporter derepression, 30 h | Potency, µM (highest dose often 53.9 µM), for inactives: top-dose GFP activation, hits mostly activators | AID 1865; note: potency is the fitted concentration of half-maximal effect; % of control where 0% means no effect; nearly all actives have a fitted effect of over 60% in size
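GFP-positive cell count by laser-scanning cytometry (objects 20–120 um) after 30 h, 37 C compound exposure of murine LDR cells; reporter is CMV-GFP integrated at a silenced locus, inducible by HDAC or DNMT inhibitors.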
NPSR antag – neuropeptide S receptor (human) antagonism, cAMP; Q6W5P4; CHO-NPSR cells, cAMP TR-FRET, antagonist mode; Potency, µM (top dose mostly 38.3 µM), for inactives: at the highest dose activity change, negative = inhibition, actives largely listed as inhibitors; 220,000 compounds, 1% hits; AID 1461; note: potency is the fitted concentration of half-maximal effect; % is set by controls: 0 for no effect and ±100 for the full control effect; nearly all actives have a fitted effect of over 50% in size; many of its hits are not listed in these tables
Target sequence (Q6W5P4 whole entry, looked up): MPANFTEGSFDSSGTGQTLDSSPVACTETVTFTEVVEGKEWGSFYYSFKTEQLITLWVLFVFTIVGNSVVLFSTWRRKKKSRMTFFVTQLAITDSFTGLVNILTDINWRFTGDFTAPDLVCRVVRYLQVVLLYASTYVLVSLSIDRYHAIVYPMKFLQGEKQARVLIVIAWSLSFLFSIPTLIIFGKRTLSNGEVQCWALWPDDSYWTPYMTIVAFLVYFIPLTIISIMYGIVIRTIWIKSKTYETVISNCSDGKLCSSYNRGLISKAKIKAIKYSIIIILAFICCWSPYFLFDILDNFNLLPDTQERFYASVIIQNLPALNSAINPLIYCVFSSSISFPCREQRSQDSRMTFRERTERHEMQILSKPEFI
L3MBTL1 block – blocks human L3MBTL1 | AlphaScreen L3MBTL1–H3K9me1 peptide binding | Potency, µM (highest dose often 57.1 µM), for inactives: top-dose activity, negative = inhibition, actives largely listed as inhibitors | 230,000 compounds, 0.66% hits | AID 485360; note: potency is the fitted concentration of half-maximal effect; % is set by controls: 0 for no effect and ±100 for the full control effect; nearly all actives have a fitted effect of over 60% in size
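AlphaScreen proximity signal between nickel-chelate acceptor and streptavidin donor beads (final 10 ug/mL) reports binding of 50 nM L3MBTL1 to 75 nM biotin-H3 K9me1 peptide; complex incubated with compounds 30 min at room temperature; cefsulodin titration as control.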
CBFb-RUNX1 inh – inhibitors of human CBF-beta and RUNX1 interaction; AlphaScreen CBFb-His/RUNX1-biotin binding, biochemical; Potency, µM (top dose mostly 59.8 µM), without a hit: at the top dose activity, negative = inhibition, hits mostly inhibitors; 230,000 tested, under 10 active; note: % of control where 0% means no effect
Target sequence (Q01196 whole entry, looked up): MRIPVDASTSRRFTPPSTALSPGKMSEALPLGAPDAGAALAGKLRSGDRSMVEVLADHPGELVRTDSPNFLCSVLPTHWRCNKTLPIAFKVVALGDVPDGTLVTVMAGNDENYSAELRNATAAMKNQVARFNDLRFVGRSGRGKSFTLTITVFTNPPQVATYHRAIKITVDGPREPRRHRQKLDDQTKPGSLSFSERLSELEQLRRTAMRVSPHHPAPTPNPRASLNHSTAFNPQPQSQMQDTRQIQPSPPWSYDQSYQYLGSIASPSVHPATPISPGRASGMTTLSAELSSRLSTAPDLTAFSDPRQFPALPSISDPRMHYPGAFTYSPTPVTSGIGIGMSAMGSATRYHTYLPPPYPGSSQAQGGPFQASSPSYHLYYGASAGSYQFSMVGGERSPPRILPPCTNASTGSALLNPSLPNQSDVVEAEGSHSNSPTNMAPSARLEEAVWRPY
Target sequence (Q13951 whole entry, looked up): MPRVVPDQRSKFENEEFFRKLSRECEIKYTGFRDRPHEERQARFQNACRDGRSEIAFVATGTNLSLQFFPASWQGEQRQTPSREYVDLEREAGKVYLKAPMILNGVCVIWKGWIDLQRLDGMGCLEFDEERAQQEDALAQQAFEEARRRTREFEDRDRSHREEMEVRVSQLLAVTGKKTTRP
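Bead-based AlphaScreen assay; binding partners His-tagged CBF-beta and biotinylated RUNX1 at 30 nM each. Compound exposure 15 min after a 20-min protein preincubation; bead step 90 min; all steps at room temperature.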
* marks the source's active call; other numbers are inactive results; & = joins results of further samples; [ ] = another dose, or the depositor's remark. Calls come from the whole dose curve; as a rule, active = well fitted curve in the direction sought with a large enough effect; inconclusive = small, poorly fitted or top-dose-only effect, or another doubt; inactive = no such curve, though single readings can be large; an effect the other way counts as inactive or inconclusive. Some of the compounds tested; count on the stated rates, not on these rows.

Screening COC(=O)[C@@H](NC(=O)O[C@@H]1C(=O)c2cc(Br)ccc2O[C@H]1c1cccc(OC)c1)C(C)C returned HTT aggregate 31%, Luc counter 2%&-2%, IMPase Li inh 10%&15%, Epigenetic derep -1.1%&-0.1%, NPSR antag -21%, L3MBTL1 block -4% and CBFb-RUNX1 inh -6%.
For CCOC(=O)c1ccc[n+](CC(=O)c2ccccc2)c1 the results were HTT aggregate -11%, Luc counter 0%, IMPase Li inh 6%, Epigenetic derep 1.0%, NPSR antag 19%, L3MBTL1 block 8% and CBFb-RUNX1 inh 4%.
For CN(C)/C=C(\C#N)C(=O)c1cccc(Oc2ccc(Br)cc2)c1 the results were HTT aggregate 26%, Luc counter 0%, IMPase Li inh -6%[38.3 µM], Epigenetic derep -0.6%, NPSR antag inconclusive, L3MBTL1 block 11% and CBFb-RUNX1 inh -5%.
COCc1cc(=O)n2[nH]c(-c3cccc(Br)c3)cc2n1 was read as HTT aggregate -10%, Luc counter -1%, IMPase Li inh 17%[38.3 µM], Epigenetic derep -0.9%, NPSR antag -8%[46.1 µM] and CBFb-RUNX1 inh -3%.
COc1ccccc1NC(=S)Nc1cccc2cnccc12 was read as HTT aggregate -11%, Luc counter 3%, IMPase Li inh 2%, Epigenetic derep -1.0%, NPSR antag 23%, L3MBTL1 block 4% and CBFb-RUNX1 inh -5%.
COc1cccc(-n2nnc3c(=O)n(CC(=O)OCc4ccccc4)cnc32)c1 was read as HTT aggregate -15%, Luc counter -1%, IMPase Li inh 3%, Epigenetic derep -1.1%, NPSR antag 16%, L3MBTL1 block -12%[11.4 µM] and CBFb-RUNX1 inh 1%.
For CC(C)c1ccc(NC(=S)N(C)CCc2ccccn2)cc1 the results were HTT aggregate 1%, Luc counter 0%, IMPase Li inh 11%, Epigenetic derep 1.1%, NPSR antag -4%, L3MBTL1 block 0%[2.29 µM] and CBFb-RUNX1 inh 1%.
CC[C@@H](C)[C@H](NC(=O)OC(C)(C)C)c1nnc(S(=O)(=O)Cc2cc(C)ccc2C)o1 was read as HTT aggregate inconclusive, Epigenetic derep -5.6%, NPSR antag 10µM*, L3MBTL1 block 8% and CBFb-RUNX1 inh 9%.
`O=C(c1ccc(F)cc1)C1CCN(C(=S)Nc2ccccc2)CC1` gave HTT aggregate -4%, Luc counter 0%, IMPase Li inh 5%[38.3 µM], Epigenetic derep 0.0%, NPSR antag -12%[46.1 µM], L3MBTL1 block -1% and CBFb-RUNX1 inh -1%.
`COc1ccc(NC(=O)CSc2nc3ccccc3c(=O)n2CCC(=O)N2CCCCC2)cc1` gave HTT aggregate 2%, Luc counter -6%, IMPase Li inh 0%[38.3 µM], Epigenetic derep 2.5%, NPSR antag -24%[46.1 µM], L3MBTL1 block 2% and CBFb-RUNX1 inh 0%.
`Cc1ccc(S(=O)(=O)NCC(=O)OCC(=O)c2ccc(Br)s2)cc1` gave HTT aggregate 5%, Luc counter -3%, IMPase Li inh 10µM*, Epigenetic derep 0.0%, NPSR antag 23%[46.1 µM] and CBFb-RUNX1 inh -4%.
CCOC(=O)c1c(C)c(C(=O)N2CCN(c3ccccc3)CC2)c(C)n1C was read as HTT aggregate -24%, Luc counter 2%, IMPase Li inh -10%, Epigenetic derep -1.4%, NPSR antag -14% and CBFb-RUNX1 inh 12%.
O=C(N/N=C/c1ccc(Br)s1)c1ccncc1 was read as HTT aggregate inconclusive, Luc counter 0%, IMPase Li inh 8%, Epigenetic derep 15%, NPSR antag -60%, L3MBTL1 block -7% and CBFb-RUNX1 inh -20%.
For CC(=O)Nc1ccc(N2CC(C)(C)C2=O)cc1 the results were Luc counter -2%, IMPase Li inh 1%, Epigenetic derep 2.2%, NPSR antag -1%, L3MBTL1 block -4% and CBFb-RUNX1 inh 1%.
Cc1cc(C)c(NC(=O)CS(=O)CC(=O)NC2CCCc3ccccc32)c(C)c1 (configuration not stated) was read as HTT aggregate 16%, Luc counter -3%, IMPase Li inh 7%[38.3 µM], Epigenetic derep 0.7%, NPSR antag -7%[46.1 µM] and CBFb-RUNX1 inh -1%.
`COc1ccc(CCNC(=O)c2nn(C)cc2Cl)cc1` gave HTT aggregate 18%, Luc counter 4%, IMPase Li inh 15%[38.3 µM], Epigenetic derep 2.4%, NPSR antag 1%[46.1 µM], L3MBTL1 block -12% and CBFb-RUNX1 inh -7%.
Screening COc1cc(C(C(=O)NC2CCCCC2)N(C(=O)Cc2c[nH]c3ccccc23)c2ccc(C)cc2)cc(OC)c1OC (configuration not stated) returned HTT aggregate -24%, Luc counter 1%, IMPase Li inh 1%, Epigenetic derep 3.3%, NPSR antag -21%, L3MBTL1 block -5% and CBFb-RUNX1 inh -4%.
`Cc1ccc(N/C=C2\CCCCC2=O)c(C)c1` gave HTT aggregate 14%, Luc counter 1%, IMPase Li inh 0%, Epigenetic derep 1.3%, NPSR antag 42%, L3MBTL1 block -14% and CBFb-RUNX1 inh -1%.
Screening CCC1C(=O)N=C(SCC(=O)Nc2ccc(C(=O)OC)cc2)NC1=O (configuration not stated) returned HTT aggregate 7%, Luc counter 0%, IMPase Li inh 18%[38.3 µM], Epigenetic derep 0.0%, NPSR antag 4%[46.1 µM], L3MBTL1 block -10% and CBFb-RUNX1 inh 2%.
`CC(C)CCNC(=O)c1cc(-c2ccncc2)nc2ccc(S(=O)(=O)N3CCOCC3)cc12` gave HTT aggregate 15%, Luc counter -4%, IMPase Li inh -8%, Epigenetic derep 0.0%, NPSR antag 6%, L3MBTL1 block 24% and CBFb-RUNX1 inh 13%.
COc1ccc(Nc2nnc(SCC(=O)N3CC(=O)Nc4ccccc43)s2)cc1 was read as HTT aggregate 2%[9.22 µM], IMPase Li inh 10%, Epigenetic derep -1.2%, NPSR antag 11%, L3MBTL1 block 4% and CBFb-RUNX1 inh 10%.
Screening CCOC(=O)N1CCN(C/C(C)=C/c2ccccc2)CC1 returned HTT aggregate -7%, Luc counter 1%, IMPase Li inh -2%[38.3 µM], Epigenetic derep -1.5%, NPSR antag 3%[46.1 µM], L3MBTL1 block -2% and CBFb-RUNX1 inh 7%.
Screening CCc1ccc(CN(C)Cc2nc(-c3cccc(Cl)c3)no2)nc1 returned HTT aggregate -3%[9.22 µM], Luc counter -3%, IMPase Li inh 14%, Epigenetic derep 3.1%, NPSR antag -5%, L3MBTL1 block -23% and CBFb-RUNX1 inh 2%.
Screening O=[N+]([O-])c1ccc2c(c1)nc1n2CCN(c2ccccc2)C1 returned HTT aggregate 6%[9.22 µM], Epigenetic derep 1.1%, NPSR antag -36% and CBFb-RUNX1 inh -7%.
`O=C(Nc1ccccc1C(=O)N1CCCCC1)C1CCCCC1` gave HTT aggregate 12%, Luc counter 0%, IMPase Li inh 4%[38.3 µM], Epigenetic derep 0.3%, NPSR antag -2%[46.1 µM], L3MBTL1 block 5% and CBFb-RUNX1 inh 3%.
For Cc1cc(-n2[nH]c(C)c(C)c2=O)nc(-c2ccccc2O)n1 the results were HTT aggregate inconclusive, Luc counter 1%, IMPase Li inh 8%[38.3 µM], Epigenetic derep -0.2%, NPSR antag -15%[46.1 µM], L3MBTL1 block 14% and CBFb-RUNX1 inh -3%.
CCCC(c1nnnn1CCOC)N1CCN(Cc2ccccc2)CC1 (configuration not stated) was read as HTT aggregate -8%, Luc counter -5%, IMPase Li inh 11%, Epigenetic derep 3.5%, NPSR antag -6%[46.1 µM], L3MBTL1 block 4% and CBFb-RUNX1 inh 3%.
Screening COC(=O)CSc1nnc(CNC(=O)c2ccccc2OC)n1C returned HTT aggregate 13%, Luc counter 0%, IMPase Li inh -7%[38.3 µM], Epigenetic derep 0.9%, NPSR antag -6%[46.1 µM], L3MBTL1 block -1% and CBFb-RUNX1 inh 5%.
NC(=O)CC(NC(=O)Cc1ccc(Br)cc1)c1ccc(NCc2ccccn2)c([N+](=O)[O-])c1 (configuration not stated) was read as HTT aggregate -21%[9.22 µM], Epigenetic derep 1.4%, NPSR antag 2% and CBFb-RUNX1 inh -3%.
Screening CC(=O)c1c(O)cc(=O)n(-c2ccccc2)c1-c1cccc2ccccc12 returned HTT aggregate 1%, Luc counter -1%, IMPase Li inh 1%[38.3 µM], Epigenetic derep 2.5%, NPSR antag -18%[46.1 µM], L3MBTL1 block 2% and CBFb-RUNX1 inh -1%.
`COc1ccc(CCN=C(N)NS(=O)(=O)c2ccc(C)cc2)cc1OC` gave HTT aggregate -13%, Luc counter 10%, IMPase Li inh 2%, Epigenetic derep 1.1%, NPSR antag 16% and CBFb-RUNX1 inh -8%.
Screening CCC(=O)c1ccc(N2CCN(C(=O)c3ccccc3Br)CC2)c(F)c1 returned HTT aggregate inconclusive, Luc counter 1%, IMPase Li inh 14%, Epigenetic derep -2.3%, NPSR antag -13%, L3MBTL1 block -9% and CBFb-RUNX1 inh 0%.
For CCC(=O)NCc1c(Cl)cccc1-n1cccc1 the results were HTT aggregate 1%, Luc counter -2%, IMPase Li inh 2%[38.3 µM], Epigenetic derep 0.0%, NPSR antag -5%[46.1 µM], L3MBTL1 block 3% and CBFb-RUNX1 inh -3%.
Screening Cc1cc(C)nc(SCC(=O)Nc2ncccn2)n1 returned HTT aggregate 1%, Luc counter -2%, IMPase Li inh -3%, Epigenetic derep -3.5%, NPSR antag 13%, L3MBTL1 block -8% and CBFb-RUNX1 inh 6%.
Screening NC12NC(=O)C3(O)C4C5CC(C6C5C3C61)C42 (configuration not stated) returned HTT aggregate -8%[9.22 µM], Luc counter -1%, IMPase Li inh -1%, Epigenetic derep 0.1%, NPSR antag -40%, L3MBTL1 block -2% and CBFb-RUNX1 inh 8%.
